# High-throughput results deposited in PubChem by several laboratories.
# S1P2 antag: S1P2 (human) receptor antagonism; inhibition, % at 5 µM; AID 736; actives 0.21% (n = 97,000); cell-based S1P2 antagonist assay, inhibition at 5 uM; O95136; in the data active = inhibition above about 45%;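 also: CRE beta-lactamase reporter cells expressing human S1P2 stimulated with S1P; 0% = agonist at EC80 alone and 100% = agonist plus reference antagonist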
# Target sequence (O95136 whole entry, looked up): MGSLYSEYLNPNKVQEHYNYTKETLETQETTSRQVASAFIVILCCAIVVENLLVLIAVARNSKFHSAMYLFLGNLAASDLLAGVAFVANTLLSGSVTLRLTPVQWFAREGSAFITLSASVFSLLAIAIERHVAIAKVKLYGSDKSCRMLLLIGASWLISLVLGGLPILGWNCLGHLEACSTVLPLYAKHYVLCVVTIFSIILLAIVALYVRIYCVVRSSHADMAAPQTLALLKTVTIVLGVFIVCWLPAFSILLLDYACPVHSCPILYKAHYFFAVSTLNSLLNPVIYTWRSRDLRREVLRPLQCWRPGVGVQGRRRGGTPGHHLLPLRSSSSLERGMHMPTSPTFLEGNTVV
# sEH inhibitor: soluble epoxide hydrolase (human) inhibition; actives 0.34% (n = 91,000); recombinant human sEH enzymatic activity assay; AID 707; inhibition, % at 2 µM; in the data active = inhibition above about 80%; also: values of inactives mirror those of a sister screen read the other way; many of its hits are not listed in these tables
# hDAT+cocaine: human DAT dopamine uptake with cocaine, either direction | LLC-PK1 hDAT cells, [14C]-dopamine uptake with cocaine IC80; actives deviate in either direction | actives 1.3% (n = 110,000) | B-score at 10 µM | AID 449768 | Q01959;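 active = Z score or B-score, a plate-position-corrected score, falls beyond the plate's 99.7% confidence bounds, in either direction; inactive = both scores lie inside the 99.7% bounds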;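 also: scored against the spread of the other compound wells on the same plate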
# Target sequence (Q01959 whole entry, looked up): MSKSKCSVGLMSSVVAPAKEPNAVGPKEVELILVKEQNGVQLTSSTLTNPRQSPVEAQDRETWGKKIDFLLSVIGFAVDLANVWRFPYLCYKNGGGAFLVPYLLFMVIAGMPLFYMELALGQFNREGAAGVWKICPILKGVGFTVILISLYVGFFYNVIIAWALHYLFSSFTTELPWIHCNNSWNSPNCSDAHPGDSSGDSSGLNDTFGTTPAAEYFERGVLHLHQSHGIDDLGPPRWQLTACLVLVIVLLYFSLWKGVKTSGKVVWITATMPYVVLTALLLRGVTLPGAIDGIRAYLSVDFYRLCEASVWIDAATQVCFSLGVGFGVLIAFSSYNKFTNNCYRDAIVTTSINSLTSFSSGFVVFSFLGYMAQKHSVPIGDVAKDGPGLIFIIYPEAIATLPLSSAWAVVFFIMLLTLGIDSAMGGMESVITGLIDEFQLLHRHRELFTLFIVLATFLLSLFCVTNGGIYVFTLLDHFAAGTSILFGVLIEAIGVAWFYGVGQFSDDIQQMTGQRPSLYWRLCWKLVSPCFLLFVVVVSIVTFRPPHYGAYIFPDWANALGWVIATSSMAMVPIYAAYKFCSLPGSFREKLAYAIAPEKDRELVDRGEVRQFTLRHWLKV
# PostGolgi ctrl: growth of the yeast control strain, post-Golgi counter-screen; efflux-deficient yeast background strain, growth absorbance A615, 16 h; inhibition, % at 10 µM; actives 5% (n = 98,000); AID 738
# S1P2 ag: activates the human S1P2 receptor | O95136 | AID 729 | activation, % at 4.5 µM | S1P2-expressing cell line, agonist reporter read-out | actives 0.46% (n = 97,000); in the data active = activation above about 16%;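 also: 0% = vehicle low control and 100% = maximal reference agonist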
# sEH act: soluble epoxide hydrolase (human) activation. purified human sEH enzymatic activity, activator screen. activation, % at 2 µM. actives 0.04% (n = 91,000). AID 717; in the data active = activation above about 37%; also: values of inactives mirror those of a sister screen read the other way
# PostGolgi yeast: growth inhibition of a yeast mutant, post-Golgi transport screen; AID 739; actives 0.9% (n = 98,000); post-Golgi transport phenotypic cell assay; inhibition, % at 10 µM;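 also: yeast cells grown in 1536-well plates; yeast grown about 18 h at 30C before absorbance read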
# CYP2C19 inh: blocks human cytochrome P450 2C19 | P33261 | CYP2C19 Supersomes, luciferin-H EGE luminescence, 30 min | inhibition, % at 5 µM | actives 21% (n = 96,000) | AID 778;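 active = CYP2C19 inhibition above a set limit at 5 µM in the primary screen, cut at about 50% in these data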;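 also: plate controls were negative control wells for no effect and 2.5 mM tranylcypromine positive control for full effect; values of inactives mirror those of a sister screen read the other way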
# CYP2C19 activ: cytochrome P450 2C19 (human) activation; activation factor at 5 µM; 96,000 tested, under 10 active; P33261; AID 1025; recombinant CYP2C19, luciferin-H EGE luminescence; hits give high values; 0 = fully inhibited enzyme, 1 = untreated enzyme;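 active = activation factor of at least 2 at 5 µM in the primary screen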;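 also: 0 = wells with 2.5 mM tranylcypromine and 1 = vehicle-only wells; values of inactives mirror those of a sister screen read the other way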
# * hit, by the source's call; . = no result given. Rule as the data show it, unless noted: active = inhibition above about 30%; inactive = the rest.
# Under each structure: sEH act	PostGolgi ctrl	S1P2 ag	CYP2C19 inh	PostGolgi yeast	CYP2C19 activ	sEH inhibitor	S1P2 antag	hDAT+cocaine
CCCCNC(=O)CC1N=C2c3ccccc3N=C(SCC(=O)Nc3ccccc3C)N2C1=O (centres undefined)
    7	6	-2	20	2	0.8	-7	1	-0.075
CCOC(=O)c1ccc(N2C(=O)CC(N3CCCC(C)C3)C2=O)cc1 (centres undefined)
    -1	4	-4	2	-1	1	0	0	-0.41
Cc1cc(NC(=O)c2ccc(N(C)S(=O)(=O)c3ccccc3)cc2)no1
    0	-2	-7	27	-4	0.7	5	8	-0.42
O=S(=O)(NCC1CCCO1)c1cccc2nsnc12 (centres undefined)
    -5	0	-3	1	-1	1	6	-16	0.08
O=C(c1cccs1)n1nc(-c2ccccc2)nc1NCc1ccc(F)cc1
    7	3	-7	4	-10	1	-7	-11	1.5
O=C(NCCN1CCOCC1)c1cc(-c2ccccc2)on1
    -7	-1	-3	6	0	0.9	7	-11	0.66
COCCNC(=O)C(c1ccc(C)o1)N(C(=O)c1snc(C(N)=O)c1N)c1ccc(C)cc1 (centres undefined)
    10	7	0	14	-4	0.9	-15	6	0.31
CCOC(=O)c1cnc2ccc(C)cc2c1OCc1cc(F)cc(F)c1
    14	8	-1	31	13	0.7	-16	-21	1.4
O=C(c1ccco1)N1CCN(C(=O)C2CC(c3ccc(Cl)cc3)=NO2)CC1 (centres undefined)
    2	7	-8	25	11	0.8	1	4	0.6
Cc1[nH]c2ccccc2c1C1(O)C(=O)N(C(C)C)c2ccccc21 (centres undefined)
    20	28	-5	95*	-14	0.1	-23	-14	0.0095
CCOc1ccccc1C(=O)N1CCN(c2cccc(Cl)c2)CC1
    10	13	1	67*	-1	0.3	-6	-2	-1.5
CC1CCCCC1NC(=O)CCS(=O)(=O)c1cccc2nonc12 (centres undefined)
    .	20	.	28	12	0.7	.	.	-0.52
COC(=O)c1cc(OC)c(OC)cc1NC(=O)CSc1nnnn1Cc1ccccc1
    5	38*	-1	75*	-6	0.3	-4	7	0.59
Cc1ccccc1NC(=S)NC1CC2CCC(C1)N2Cc1ccco1 (centres undefined)
    -3	5	-6	-8	0	1.1	6	-30	0.39
COc1cc(C)c(S(=O)(=O)n2nnc3ccccc32)cc1C
    4	-6	-7	-20	-2	1.2	-2	-9	-2
COCCSc1ccccc1C(=O)Nc1cc(C)on1
    -7	1	-5	5	-10	0.9	11	11	0.013
COn1c(=O)c(=O)n(O)c2ccccc21
    -6	1	-8	-15	-5	1.2	4	-1	0.78
CCOc1ccc(OCCNC2CCCC2)cc1
    12	3	-8	2	2	1	-9	-10	0.16
O=c1cc(O)nc(SC23CC4CC(CC(C4)C2)C3)[nH]1
    2	2	-8	-6	-2	1.1	-1	8	-0.75
NC(=O)c1cc(Br)cc2c3c([nH]c12)CCCC3
    -3	78*	-9	3	5	1	4	-13	0.06
COc1ccc(N2C(=O)CC(SCCc3nc4ccccc4[nH]3)C2=O)cc1 (centres undefined)
    -40	-2	-3	17	-6	0.8	42	5	0.55
Cc1ccc(Cc2cnc(NC(=O)c3cccs3)s2)cc1
    -17	41*	0	9	10	0.9	19	2	-0.14
Cc1cccc(-n2c(CCN3C(=O)c4ccccc4C3=O)nc3ccccc3c2=O)n1
    -2	1	3	12	1	0.9	-3	-9	-0.52
COc1ccc(Oc2nnc(C)c3ccccc23)cc1
    3	-1	-1	-5	-2	1	-4	18	-0.98
CCOC(=O)C1CCN(Cc2ccc(O)c3ncccc23)CC1
    6	15	-4	5	-10	1	-4	12	1.3
O=CN1CCN(C(=O)c2ccccc2F)CC1
    -8	-1	-4	0	13	1	9	-1	0.047
CN1CCN(c2ccccc2NC(=O)COc2ccccc2)CC1
    0	23	-1	-3	2	1	-3	-7	-0.084
O=C(NCc1cccnc1)c1ccc(COc2ccccc2Br)o1
    -9	11	-6	79*	2	0.2	11	-1	-0.48
CCOC(=O)C(CCC(=O)O)(CCC(C)C)c1csc(N)n1 (centres undefined)
    5	-6	-4	19	1	0.8	-8	5	-0.58
CCN(CC(=O)NCCc1ccccc1)S(=O)(=O)c1ccc(Br)cc1
    -4	-6	-6	34	-6	0.7	5	-5	0.53

# More compounds follow.
# Under each structure: sEH act	PostGolgi ctrl	S1P2 ag	CYP2C19 inh	PostGolgi yeast	CYP2C19 activ	sEH inhibitor	S1P2 antag	hDAT+cocaine
CCOC(=O)C1=C(C)OC(N)=C(C#N)C1c1ccc(C)o1 (centres undefined)
    7	3	-5	98*	-4	0	-7	-16	0.002
O=C(COC(=O)C1CC(=O)N(Cc2ccccc2)C1)Nc1ccc2c(c1)OCO2 (centres undefined)
    11	3	-8	37	7	0.6	-12	11	-0.6
COc1ccc(N(CC(=O)Nc2cc(C)ccc2OC)S(=O)(=O)c2c(C)noc2C)cc1
    .	11	-2	64*	4	0.4	.	-24	-1.4
COc1ccc(-n2c(SC)nc(O)cc2=O)cc1
    .	1	-6	6	-5	0.9	.	-3	-1.6
CCCCCCCN1N=C(C)C(C(=O)c2ccccc2)C1=O (centres undefined)
    19	-4	-3	8	-3	0.9	-17	7	.
O=c1[nH]c(Cc2ccccc2)nc2scc(-c3ccccc3)c12
    6	10	-1	15	4	0.9	-8	-32	0.72
CC1=NN(/C(=N\c2nnc(C)s2)Nc2ccc(C(C)(C)C)cc2)[C@H](c2ccc(C)cc2)S1
    11	.	-3	.	.	.	-7	3	-0.027
O=S(=O)(Nc1ccc2c(c1)nc1n2CCOC1)c1ccc(Cl)cc1
    .	2	-5	49	3	0.5	.	18	-1.8
CCOC(=O)c1sc(NC(=O)CSc2ncccn2)c(C#N)c1C
    4	22	-6	6	2	0.9	-1	-8	-0.86
Oc1ccc(CN2CCc3ccccc3C2)c2cccnc12
    5	0	-5	0	0	1	-8	8	1
O=C(NCS(=O)(=O)c1ccccc1)c1ccccc1
    16	0	-7	70*	2	0.3	-15	-9	-0.078
CCN1CCN(S(=O)(=O)c2cccc([N+](=O)[O-])c2)CC1
    4	12	-1	6	-5	0.9	-2	6	-0.25
CC1=C(C(=O)Nc2cc(-c3cccc(F)c3)[nH]n2)C2(CCCCC2)OC1=O
    .	32*	.	52*	2	0.5	.	.	0.4
COc1ccccc1N1CCN(C(c2ccccc2)c2nnnn2CCc2ccccc2)CC1 (centres undefined)
    -7	.	-6	.	.	.	12	-2	0.0013
CCOC(=O)C(NCc1ccc(F)cc1)(NC(=O)c1ccccc1)C(F)(F)F (centres undefined)
    0	.	0	.	.	.	1	-17	0.67
COC(=O)c1oc2ccccc2c1N
    -8	-4	-9	9	-4	0.9	9	-2	0.33
CC(C)Cn1c(SCC(=O)N2CCN(S(=O)(=O)c3ccccc3)CC2)nc2ccccc21
    2	13	-6	80*	13	0.2	-2	-2	1.2
CCC(C)N1CC(C(=O)NC2CCCCC2)CC1=O (centres undefined)
    -2	33*	-5	-16	3	1.2	-1	5	-1.5
CCOC(=O)c1c(N)sc(C(=O)N2CCCC2)c1C
    -15	4	-1	22	3	0.8	16	4	-1.4
CC1(C)CC(=O)C2=C(C1)Oc1ncn(CCCn3ccnc3)c(=N)c1C2c1ccccc1 (centres undefined)
    4	7	-1	79*	7	0.2	-4	-2	0.14
Nc1ncnc(Nc2cccc(C(F)(F)F)c2)n1
    -2	9	-8	6	-2	0.9	4	16	0.69
CCOC(=O)N1CCC(NC(=O)c2ccc3c(c2)sc2nc(-c4ccc(OC)cc4)cn23)CC1
    2	3	-2	14	-7	0.9	-2	10	.
COc1ccc(-c2nc(NC(=O)c3cc(C(C)(C)C)nn3C)sc2C)cc1
    12	26	-12	6	28	0.9	-15	-2	0.95
CCCCSCc1ccc(C(=O)O)o1
    12	.	2	.	.	.	-11	-26	-0.26
CC(C)c1ccc(N(CC(=O)NCCSC(C)(C)C)S(C)(=O)=O)cc1
    3	9	-2	61*	-1	0.4	-1	6	-1.7
Cc1occc1C(=O)NC1CCCCCC1
    -4	19	-7	33	-3	0.7	7	22	0.022
COC(=O)c1nc(NC(=O)c2ccccc2)n[nH]1
    .	-2	-3	2	9	1	.	-1	-0.79
O=c1c2ccccc2nc2n1C1(CCCCC1)Cc1ccccc1-2
    -3	29	-7	74*	-2	0.3	3	0	-0.0018
Cc1cc(=O)oc2cc(OCC(=O)NCc3ccco3)ccc12
    4	.	-4	.	.	.	-6	1	0.17
COc1cc(/C=C(/NC(=O)c2ccccc2)C(=O)Nc2ccccc2)c([N+](=O)[O-])cc1OC
    -5	8	-4	.	9	.	7	22	.

# Retrieved by compound from the entries so far, 4 records:
# Under each structure: sEH act	PostGolgi ctrl	S1P2 ag	CYP2C19 inh	PostGolgi yeast	CYP2C19 activ	sEH inhibitor	S1P2 antag	hDAT+cocaine
CC1=C(C(=O)Nc2cc(-c3cccc(F)c3)[nH]n2)C2(CCCCC2)OC1=O
    .	32*	.	52*	2	0.5	.	.	0.4
CCCCCCCN1N=C(C)C(C(=O)c2ccccc2)C1=O (centres undefined)
    19	-4	-3	8	-3	0.9	-17	7	.
COC(=O)c1oc2ccccc2c1N
    -8	-4	-9	9	-4	0.9	9	-2	0.33
COc1cc(/C=C(/NC(=O)c2ccccc2)C(=O)Nc2ccccc2)c([N+](=O)[O-])cc1OC
    -5	8	-4	.	9	.	7	22	.

# New compounds follow:
# Under each structure: sEH act	PostGolgi ctrl	S1P2 ag	CYP2C19 inh	PostGolgi yeast	CYP2C19 activ	sEH inhibitor	S1P2 antag	hDAT+cocaine
C/C(=N\OCC(=O)N/N=C/c1ccc(C)cc1O)c1cccs1
    -3	-1	-3	-5	11	1	3	-5	0.035
Cc1cc(C)n(-c2ccc(N3CCOCC3)nn2)n1
    -7	8	-5	20	6	0.8	6	8	0.02
CCOc1cc(C(=O)N(C)c2ccccc2)cc(OCC)c1OCC
    4	2	-2	57*	7	0.4	-2	-7	1.2
O=C(CN1CCN(Cc2ccccc2)CC1)c1c[nH]c2ccccc12
    5	5	-8	13	13	0.9	-5	17	0.48
CCOc1cccc(N2C(=O)CC(N(CCc3ccc(OC)c(OC)c3)C(=O)CC)C2=O)c1 (centres undefined)
    -1	-2	-8	11	.	0.9	0	11	-0.073
COc1ccccc1C1CN(c2ccccc2)N=C1c1cccs1 (centres undefined)
    29	7	33*	-8	11	1.1	-33	-32	-0.7
OCCNc1nc(OCC(F)(F)F)nc(N2CCN(C34CC5CC(CC(C5)C3)C4)CC2)n1
    .	27	.	-7	-3	1.1	.	.	-0.27
CCS(=O)CCSC(=N)N (centres undefined)
    3	13	-1	9	1	0.9	-1	9	-0.13
Clc1cnc(N/N=C/c2cccs2)c(Cl)c1
    5	1	-7	-1	-6	1	-7	2	-0.29
Nc1nnc(C2CCCC2)s1
    .	3	.	8	-8	0.9	.	.	-0.56
O=C(Nc1ccccc1C1CC1)c1cccs1
    -5	11	-8	11	8	0.9	5	11	-0.4
CCC1CCCCN1CCCNC(=O)CNC(=O)Cn1ccc2ccccc2c1=O (centres undefined)
    -1	-2	-9	-8	-1	1.1	2	10	.
COc1cccc(C2CC(c3ccccc3OC)n3nc(N)nc3N2)c1 (centres undefined)
    5	0	-3	63*	0	0.4	-4	15	1.3
Cc1ccc2c(c1)CCCN2C(=O)c1ccncc1
    1	5	-5	.	6	.	-2	-15	-0.48
CCC(=O)Nc1ccc(-c2nnc(-c3ccccc3)o2)cc1
    -16	40*	-5	-4	0	1	16	-8	-1.3
CCC(C)NC(=O)C1CCN(S(=O)(=O)N2CCCC2)CC1 (centres undefined)
    .	31*	.	-5	-10	1.1	.	.	-0.38
O=C(CN1C(=O)NC2(CCc3ccccc32)C1=O)c1ccc2c(c1)OCCO2 (centres undefined)
    .	-2	.	58*	6	0.4	.	.	1.5
O=C1C(=O)N(CCO)C(c2cccc(F)c2)/C1=C(\O)c1ccc(Cl)cc1 (centres undefined)
    .	15	-4	4	2	1	.	1	.
COCCNC(=O)c1c[nH]c2ccc(S(=O)(=O)N3CCC4(CC3)OCCO4)cc2c1=O
    0	6	0	12	6	0.9	3	3	-0.28
O=C(NCCCNCc1ccccc1)c1ccncc1
    -4	7	-2	10	-4	0.9	2	10	-1.2
